BioA inh = BioA (M. tuberculosis) enzyme inhibition; purified M. tuberculosis BioA enzyme, plate reader; 0.096% of 360,000 active; inhibition, % at 9.99 µM; in the data active means inhibition above about 40%
The depositor's hits bear a star. This is a subset; count on the stated rates, not on these rows.

Cc1ccc(S(=O)(=O)NCC[C@H]2CC[C@@H](NC(=O)c3ccccn3)[C@H](CO)O2)cc1
  BioA inh = 3.5
CN(C)CC(=O)N1[C@@H](C#N)[C@@H](c2ccc(C#CC3CCCCC3)cc2)[C@@H]1CO
  BioA inh = -0.4
COc1cccc(C(=O)Nc2ccc3c(c2)C(=O)N(C)[C@H]2CC[C@H](CC(=O)N[C@@H](C)c4ccccc4)O[C@H]2CO3)c1
  BioA inh = 0.1
C[C@H](CO)N1C[C@H](C)[C@H](CN(C)Cc2ccccn2)Oc2ncc(C#Cc3ccccc3)cc2C1=O
  BioA inh = -1.0
COc1ccc(CN(C)C[C@H]2Oc3ccc(NS(=O)(=O)c4ccc(OC)cc4)cc3CC(=O)N([C@@H](C)CO)C[C@@H]2C)cc1
  BioA inh = -1.8
CC(=O)N1[C@@H]2c3ccc(-c4cccnc4)c(=O)n3C[C@H]1[C@H](CO)[C@H]2C(=O)NC1Cc2ccccc2C1
  BioA inh = 2.9
COc1cccc(CNC(=O)C[C@@H]2CC[C@@H]3[C@H](COc4ccc(NS(=O)(=O)c5ccccc5F)cc4C(=O)N3C)O2)c1
  BioA inh = -0.3
CCNC(=O)C[C@H]1CC[C@@H]2[C@H](COC[C@H](O)CN2C(=O)C2CCOCC2)O1
  BioA inh = -2.6
C[C@H]1CN([C@@H](C)CO)S(=O)(=O)c2ccc(C#Cc3cccc(F)c3)cc2O[C@H]1CN(C)C(=O)CN1CCOCC1
  BioA inh = -0.6
COc1ccc(NC(=O)Nc2ccc3c(c2)C(=O)N([C@@H](C)CO)C[C@H](C)[C@H](CN(C)Cc2ccncc2)OCCCC[C@H](C)O3)cc1
  BioA inh = 2.3
COc1ccc(S(=O)(=O)Nc2ccc3c(c2)C(=O)N([C@@H](C)CO)C[C@@H](C)[C@H](CN(C)Cc2ccncc2)OCCCC[C@@H](C)O3)cc1
  BioA inh = -0.4
CCCN(C)C[C@H]1Oc2ncc(C#CC3CCCCC3)cc2C(=O)N([C@H](C)CO)C[C@@H]1C
  BioA inh = -0.6
COc1ccc(CNC(=O)C[C@@H]2C[C@H]3c4cc(NS(C)(=O)=O)ccc4O[C@H]3[C@H](CO)O2)cc1
  BioA inh = -0.5
C/C=C/c1cnc2c(c1)C(=O)N([C@@H](C)CO)C[C@H](C)[C@H](CN(C)C(=O)CN1CCOCC1)O2
  BioA inh = 0.1
O=C(N[C@H]1CC[C@H](CC(=O)N2CCc3ccccc3C2)O[C@@H]1CO)C1CC1
  BioA inh = -0.1

C[C@H]1CN([C@@H](C)CO)C(=O)c2cc(NS(=O)(=O)c3ccc(F)cc3)ccc2O[C@@H]1CN(C)Cc1ccccc1
  BioA inh = -0.5
C[C@H]1CN([C@@H](C)CO)C(=O)c2cccc(NS(=O)(=O)c3cccs3)c2O[C@H]1CN(C)S(=O)(=O)c1ccc(Cl)cc1
  BioA inh = 2.3
CCC(=O)N(C)C[C@@H]1Oc2ncc(-c3ccccc3F)cc2C(=O)N([C@H](C)CO)C[C@H]1C
  BioA inh = 7.3
C[C@@H]1CN([C@@H](C)CO)C(=O)Cc2cc(NC(=O)Nc3ccc(C(F)(F)F)cc3)ccc2O[C@@H]1CN(C)Cc1ccccc1
  BioA inh = -1.7
COc1ccc(NC(=O)Nc2ccc3c(c2)C(=O)N([C@H](C)CO)C[C@H](C)[C@H](CN(C)S(=O)(=O)c2ccc(Cl)cc2)OCCCC[C@H](C)O3)cc1
  BioA inh = -0.5
C[C@H]1CN([C@@H](C)CO)C(=O)Cc2cc(NC(=O)Cc3ccccc3)ccc2O[C@H]1CN(C)S(C)(=O)=O
  BioA inh = 1.1
CCCN1[C@@H]2c3ccc(/C=C/c4ccccc4)c(=O)n3C[C@@H]2[C@@H](CO)[C@@H]1C(=O)NCC
  BioA inh = 11
CCCC#Cc1ccc([C@@H]2[C@@H](CO)N3CCCCN(S(=O)(=O)Cc4ccccc4)C[C@@H]23)cc1
  BioA inh = 1.2
COc1ccc(S(=O)(=O)Nc2ccc3c(c2)C(=O)N([C@H](C)CO)C[C@@H](C)[C@@H](CN(C)S(=O)(=O)c2c(C)noc2C)O3)cc1
  BioA inh = 0.2
O=C(Nc1ccccc1)N[C@H]1CC[C@H](CCNC(=O)c2ccccc2F)O[C@H]1CO
  BioA inh = 1.2
CC(=O)N1[C@@H](CO)[C@@H](c2ccc(C3=CCCC3)cc2)[C@@H]1CNC(=O)CN(C)C
  BioA inh = -2.3
Cc1ccc(OC(=O)N(C)C[C@@H]2OCc3ccccc3-c3ccccc3C(=O)N([C@H](C)CO)C[C@@H]2C)cc1
  BioA inh = -0.9
COc1ccccc1C#Cc1ccc2c(c1)[C@H]1[C@H](CCN1C(=O)c1ccncc1)[C@H](CO)N2
  BioA inh = 0.2
O=C(C[C@H]1CC[C@H](NC(=O)C2CCOCC2)[C@H](CO)O1)NCC1CCCCC1
  BioA inh = 1.9
COc1ccc(NC(=O)Nc2ccc3c(c2)C(=O)N([C@@H](C)CO)C[C@H](C)[C@@H](CN(C)S(=O)(=O)c2ccc(Cl)cc2)OCCCC[C@H](C)O3)cc1
  BioA inh = 0.0

Random excerpt: 5 records from the list, in no set order.
C[C@H]1CN([C@@H](C)CO)C(=O)c2cc(NS(=O)(=O)c3ccc(F)cc3)ccc2O[C@@H]1CN(C)Cc1ccccc1
  BioA inh = -0.5
CC(=O)N1[C@@H](CO)[C@@H](c2ccc(C3=CCCC3)cc2)[C@@H]1CNC(=O)CN(C)C
  BioA inh = -2.3
COc1ccc(NC(=O)Nc2ccc3c(c2)C(=O)N([C@@H](C)CO)C[C@H](C)[C@@H](CN(C)S(=O)(=O)c2ccc(Cl)cc2)OCCCC[C@H](C)O3)cc1
  BioA inh = 0.0
CCCC#Cc1ccc([C@@H]2[C@@H](CO)N3CCCCN(S(=O)(=O)Cc4ccccc4)C[C@@H]23)cc1
  BioA inh = 1.2
COc1ccccc1C#Cc1ccc2c(c1)[C@H]1[C@H](CCN1C(=O)c1ccncc1)[C@H](CO)N2
  BioA inh = 0.2

Next section:
CO[C@H]1CN(C)C(=O)c2cc(NC(=O)Nc3ccccc3F)ccc2OC[C@H](C)N(Cc2ccccc2C(=O)O)C[C@H]1C
  BioA inh = -0.2
C[C@H](CO)N1C[C@H](C)[C@H](CN(C)S(=O)(=O)c2ccc(C#N)cc2)Oc2ncc(C#CCN(C)C)cc2C1=O
  BioA inh = -1.5
CCCC(=O)Nc1ccc2c(c1)OC[C@H](C)N(Cc1cccc(F)c1)C[C@H](C)[C@H](OC)CN(C)C2=O
  BioA inh = -0.7
CCN(C[C@@H]1[C@@H](c2ccccc2)[C@@H](CO)N1C(C)=O)C(=O)c1ccccn1
  BioA inh = 0.7
CN1C(=O)c2cc(NS(=O)(=O)CC(F)(F)F)ccc2OC[C@H]2O[C@@H](CC(=O)NCC3CCCCC3)CC[C@@H]21
  BioA inh = 0.2
CCCNC(=O)N(C)C[C@@H]1Oc2ncc(-c3ccc(OC)cc3)cc2C(=O)N([C@@H](C)CO)C[C@@H]1C
  BioA inh = 0.4
CCC(=O)Nc1ccc2c(c1)OC[C@@H](C)N(Cc1ccncc1)C[C@@H](C)[C@H](OC)CN(C)C2=O
  BioA inh = -3.8
CCC(=O)Nc1ccc2c(c1)OC[C@@H](C)N(C(=O)CN1CCOCC1)C[C@@H](C)[C@H](OC)CN(C)C2=O
  BioA inh = -2.4
C[C@H]1CN([C@@H](C)CO)C(=O)Cc2cc(NC(=O)Nc3ccc(F)cc3)ccc2O[C@@H]1CN(C)Cc1ccccc1
  BioA inh = -0.3
Cc1noc(C)c1NC(=O)Nc1ccc2c(c1)C(=O)N([C@H](C)CO)C[C@H](C)[C@H](CN(C)C(=O)Nc1c(C)noc1C)OCCCC[C@@H](C)O2
  BioA inh = -1.2
C[C@@H]1CN([C@@H](C)CO)C(=O)c2cc(C#CC(C)(C)O)cnc2O[C@H]1CN(C)C(=O)CC1CC1
  BioA inh = -1.6
C[C@@H]1CCCCO[C@@H](CN(C)Cc2ccncc2)[C@H](C)CN([C@H](C)CO)C(=O)c2cc(NC(=O)Nc3ccc(C(F)(F)F)cc3)ccc2O1
  BioA inh = -0.8
CNC[C@@H]1OCCCC[C@H](C)Oc2ccc(NC(=O)CCC(F)(F)F)cc2C(=O)N([C@@H](C)CO)C[C@H]1C
  BioA inh = -2.7
CC(C)NC(=O)N(C)C[C@H]1Oc2ncc(-c3ccc(C(=O)N(C)C)cc3)cc2C(=O)N([C@@H](C)CO)C[C@@H]1C
  BioA inh = 0.2
O=C(C[C@@H]1CC[C@H]2[C@@H](COC[C@@H](O)CN2CC2CCCCC2)O1)NCc1ccc(F)cc1
  BioA inh = 1.8

COc1ccccc1S(=O)(=O)N(C)C[C@@H]1OCc2ccccc2-c2c(n(C)c3ccccc23)C(=O)N([C@@H](C)CO)C[C@H]1C
  BioA inh = 2.0
CCCC#Cc1ccc([C@H]2[C@@H](CO)N(C(=O)C3CCCC3)[C@H]2C#N)cc1
  BioA inh = -1.0
C[C@@H]1CCCCO[C@@H](CN(C)S(=O)(=O)c2ccccc2)[C@@H](C)CN([C@H](C)CO)C(=O)c2cc(NC(=O)NC3CCCCC3)ccc2O1
  BioA inh = -0.9
C[C@H]1CN([C@@H](C)CO)S(=O)(=O)c2ccc(-c3cncnc3)cc2O[C@H]1CN(C)C(=O)CC1CC1
  BioA inh = 0.4
CO[C@H]1CN(C)C(=O)c2ccc(NC(=O)c3ccccc3F)cc2OC[C@H](C)NC[C@H]1C
  BioA inh = 3.8
CC(C)CC#Cc1cnc2c(c1)C(=O)N([C@@H](C)CO)C[C@@H](C)[C@H](CN(C)S(C)(=O)=O)O2
  BioA inh = -3.7
C[C@@H]1CCCCO[C@@H](CN(C)S(=O)(=O)c2ccccc2)[C@H](C)CN([C@H](C)CO)C(=O)c2cc(NS(C)(=O)=O)ccc2O1
  BioA inh = -4.9
C[C@H]1CN([C@@H](C)CO)C(=O)c2cccc(NC(=O)C3CCCCC3)c2O[C@H]1CN(C)Cc1ccc(C(=O)O)cc1
  BioA inh = 0.5
Cc1ccc(S(=O)(=O)Nc2ccc3c(c2)C(=O)N([C@H](C)CO)C[C@@H](C)[C@@H](CN(C)S(C)(=O)=O)OCCCC[C@@H](C)O3)cc1
  BioA inh = 0.3
C[C@@H]1CN([C@@H](C)CO)C(=O)c2cc(NS(=O)(=O)c3cccs3)ccc2O[C@@H](C)CCCCO[C@H]1CN(C)Cc1ccc(C(=O)O)cc1
  BioA inh = 1.2
COc1ccc(C#Cc2cnc3c(c2)C(=O)N([C@@H](C)CO)C[C@@H](C)[C@@H](CN(C)CC2CCCC2)O3)cc1
  BioA inh = 0.5
O=C(C[C@H]1CC[C@@H]2[C@H](COC[C@H](O)CN2Cc2cccc(Cl)c2)O1)NCC1CCCCC1
  BioA inh = 3.6
CO[C@@H]1CN(C)C(=O)c2ccc(NS(C)(=O)=O)cc2OC[C@H](C)N(C(=O)C2CCC2)C[C@H]1C
  BioA inh = -4.9
C[C@@H]1CN([C@@H](C)CO)S(=O)(=O)c2ccc(-c3ccncc3)cc2O[C@@H]1CN(C)Cc1cncnc1
  BioA inh = 1.9
C[C@@H]1CN([C@H](C)CO)C(=O)c2cc(NS(=O)(=O)c3ccc(F)cc3)ccc2O[C@@H](C)CCCCO[C@@H]1CN(C)C(=O)CCCN(C)C
  BioA inh = 0.0

C[C@@H]1CCCCO[C@H](CN(C)S(=O)(=O)c2ccccc2)[C@H](C)CN([C@@H](C)CO)C(=O)c2cc(NC(=O)Nc3ccccc3)ccc2O1
  BioA inh = -2.5
C[C@H]1CN([C@@H](C)CO)C(=O)Cc2cc(NS(=O)(=O)c3ccccc3)ccc2O[C@@H]1CN(C)Cc1ccccc1
  BioA inh = 1.7
CCNC(=O)C[C@@H]1CC[C@@H](NS(=O)(=O)c2ccc(F)cc2)[C@@H](CO)O1
  BioA inh = -1.4
C[C@@H]1CCCCO[C@H](CN(C)C(=O)C2CCCCC2)[C@@H](C)CN([C@H](C)CO)C(=O)c2cc(NS(=O)(=O)c3ccc(F)cc3)ccc2O1
  BioA inh = -1.4
Cc1noc(C)c1S(=O)(=O)Nc1ccc2c(c1)CC(=O)N([C@H](C)CO)C[C@H](C)[C@@H](CN(C)C)O2
  BioA inh = -2.1
CCCNC(=O)N(C)C[C@@H]1Oc2ncc(C#CCc3ccccc3)cc2C(=O)N([C@H](C)CO)C[C@H]1C
  BioA inh = -2.0
CO[C@@H]1CN(C)C(=O)c2ccc(NC(=O)Nc3ccccc3)cc2OC[C@H](C)N(C(=O)Nc2c(C)noc2C)C[C@@H]1C
  BioA inh = -0.2
C[C@@H]1CN([C@H](C)CO)C(=O)c2cc(C#CCc3ccccc3)cnc2O[C@@H]1CN(C)Cc1ccccn1
  BioA inh = 1.0
CCCNC(=O)N1C[C@@H](O)COC[C@H]2O[C@H](CC(=O)N3CCN(C)CC3)CC[C@@H]21
  BioA inh = -2.3
COCC#Cc1ccc2c(c1)O[C@@H](CN(C)C(=O)C1CCCCC1)[C@@H](C)CN([C@@H](C)CO)S2(=O)=O
  BioA inh = 0.6
CCCNC(=O)Nc1ccc2c(c1)C(=O)N(C)C[C@@H](OC)[C@H](C)CN[C@@H](C)CO2
  BioA inh = -1.4
O=C(C[C@H]1C[C@H]2c3cc(NC(=O)C4CCOCC4)ccc3O[C@H]2[C@@H](CO)O1)NCc1cccnc1
  BioA inh = 0.1
CC(C)C(=O)Nc1ccc2c(c1)C(=O)N(C)[C@H]1CC[C@H](CC(=O)NCc3ccc(F)cc3)O[C@@H]1CO2
  BioA inh = -1.2
C[C@H](CO)N1C[C@H](C)[C@H](CN(C)S(=O)(=O)c2cn(C)cn2)OCCCC[C@H](C)Oc2ccc(NC(=O)C3CCCCC3)cc2C1=O
  BioA inh = 1.1
CCCNC(=O)C[C@@H]1CC[C@H]2[C@@H](COC[C@@H](O)CN2Cc2cccc(F)c2)O1
  BioA inh = -0.7

C[C@@H]1CN([C@@H](C)CO)C(=O)c2cc(NC(=O)Nc3ccccc3)ccc2O[C@@H](C)CCCCO[C@@H]1CN(C)S(=O)(=O)c1ccccc1
  BioA inh = 0.8
O=C(C[C@H]1CC[C@@H]2[C@H](COC[C@@H](O)CN2C(=O)Nc2ccccc2)O1)NCc1ccccc1F
  BioA inh = 3.7
O=C(C[C@H]1C=C[C@@H](NS(=O)(=O)c2ccccc2)[C@@H](CO)O1)N1CCc2ccccc2C1
  BioA inh = -2.3
CO[C@@H]1CN(C)C(=O)c2cc(NC(=O)C3CC3)ccc2OC[C@H](C)N(CCC(F)(F)F)C[C@@H]1C
  BioA inh = 0.5
CC(=O)N(C)C[C@@H]1Oc2cc(C#C[C@@H](C)O)ccc2S(=O)(=O)N([C@H](C)CO)C[C@@H]1C
  BioA inh = 12

Compound activity as filed in PubChem BioAssay.
